PMI act satM6P = increases human PMI activity with near-saturating mannose 6-phosphate. P34949. coupled PMI enzyme assay, resazurin fluorescence, 20 min; stronger effect = higher value; 1 = untreated enzyme, 0 = substrate-free blank. activation factor at 20 µM. 190,000 compounds, 0.34% hits. AID 1216;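 active = activation factor of 2 or more at 20 µM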
Target sequence (P34949 whole entry, looked up): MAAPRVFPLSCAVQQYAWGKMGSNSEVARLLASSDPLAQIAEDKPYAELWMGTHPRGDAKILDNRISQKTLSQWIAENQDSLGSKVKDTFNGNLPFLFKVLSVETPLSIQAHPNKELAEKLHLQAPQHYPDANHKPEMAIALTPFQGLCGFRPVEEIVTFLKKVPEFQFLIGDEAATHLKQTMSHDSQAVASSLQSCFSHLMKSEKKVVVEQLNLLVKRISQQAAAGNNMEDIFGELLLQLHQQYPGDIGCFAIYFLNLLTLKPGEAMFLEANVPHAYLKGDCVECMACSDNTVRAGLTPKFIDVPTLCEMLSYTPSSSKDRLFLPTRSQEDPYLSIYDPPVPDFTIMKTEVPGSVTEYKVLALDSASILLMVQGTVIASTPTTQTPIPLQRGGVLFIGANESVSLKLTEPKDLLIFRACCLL
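Test system – human PMI in coupled enzyme assay · Timing – 20 min incubation at room temperature · Detection – Diaphorase-driven resazurin-to-resorufin fluorescence, excitation 544, emission 590 nm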
TNAP inh no acc = blocks human TNAP activity with no phosphate acceptor present | P05186 | purified TNAP, CDP-star luminescence, 30 min | inhibition, % at 20 µM | 200,000 compounds, 0.26% hits | AID 1012;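 active = tissue-nonspecific alkaline phosphatase inhibition above about 50% at 20 µM in the single-dose screen, limit read from the data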;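 note: 0% = DMSO negative control and 100% = EDTA positive control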
G6PDH CS = counter-screen for G6PDH assay hits: L. mesenteroides G6PDH inhibition | inhibition, % at 5 µM | Purified L. mesenteroides G6PDH, diaphorase/resazurin coupled fluorescence, 45 min | 200,000 compounds, 0.12% hits; in the data active = inhibition above about 50%
PMI activator = phosphomannose isomerase (human) activation. AID 1214. 190,000 compounds, 0.005% hits. P34949. activation factor at 20 µM. purified human PMI, coupled resazurin fluorescence, 20 min; stronger effect = higher value; 1 = vehicle control, 0 substrate-free wells;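 active = activation factor of 2 or more at 20 µM, relative to plate controls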
TNAP inh hi DEA = blocks human TNAP under high phosphate acceptor concentration; purified TNAP, CDP-star luminescence, 1 M DEA; inhibition, % at 20 µM; AID 1135; P05186; 200,000 compounds, 0.03% hits;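 active = over 50% inhibition of tissue-nonspecific alkaline phosphatase at 20 µM in the single-dose screen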;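 note: plate controls were DMSO wells for no effect and EDTA-quenched wells as full inhibition for full effect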
Diaph act CS = diaphorase activation or chemical reduction counter-screen. activation factor at 20 µM. 190,000 compounds, 0.005% hits. Diaphorase/resazurin coupled assay, resorufin fluorescence, 16 min; stronger effect = higher value; 1 = vehicle wells, 0 = NADH-free wells. AID 1229;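 active = diaphorase activity raised at least twofold by the compound at 20 µM; inactive = activation factor below 2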
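Material: Purified diaphorase enzyme from Clostridium kluyveri | Buffer or medium: 50 mM HEPES pH 7.4 with 4.542 mM MgCl2, 0.005% Tween 20 | Times: 16 min enzyme reaction, ambient temperature | Signal: Red resorufin fluorescence at 544/590 nm excitation/emission | Measure: Increased resorufin signal from activators or reducing compounds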
FLuc act counter = affects firefly luciferase, flagging false hits in luciferase stimulation screens; P08659; activation factor at 10 µM; 200,000 tested, under 10 active; ATPlite luciferase biochemical, luminescence, 10 min; 0 = ATP-free wells, 1 = DMSO control;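 active = luciferase activation factor, scaled between plate controls, of at least 2 with compound at 10 µM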
Target sequence (P08659 whole entry, looked up): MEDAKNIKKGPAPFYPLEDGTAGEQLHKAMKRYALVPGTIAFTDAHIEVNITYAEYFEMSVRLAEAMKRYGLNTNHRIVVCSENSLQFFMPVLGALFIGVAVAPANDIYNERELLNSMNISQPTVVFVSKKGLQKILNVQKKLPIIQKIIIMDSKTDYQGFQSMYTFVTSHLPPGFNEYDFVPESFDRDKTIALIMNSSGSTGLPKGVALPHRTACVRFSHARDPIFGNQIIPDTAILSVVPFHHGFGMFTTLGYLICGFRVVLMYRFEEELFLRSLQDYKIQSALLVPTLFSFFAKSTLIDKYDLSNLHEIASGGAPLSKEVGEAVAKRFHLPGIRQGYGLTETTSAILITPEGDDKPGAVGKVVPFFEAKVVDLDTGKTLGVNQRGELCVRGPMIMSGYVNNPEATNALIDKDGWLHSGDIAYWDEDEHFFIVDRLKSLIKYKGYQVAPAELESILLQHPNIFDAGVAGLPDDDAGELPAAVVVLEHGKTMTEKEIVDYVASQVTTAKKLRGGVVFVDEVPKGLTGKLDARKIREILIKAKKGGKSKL
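Assay system: Luciferase/luciferin detection reagent, cell-free biochemical luciferase assay / Also added: ATP substrate / Schedule: 10 min at ambient temperature / Measured by: luminescence measurement of luciferase light output / Benchmarks: low control with PBS replacing ATP, high control enzyme plus ATP without compound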
TNAP act hi DEA = TNAP (human) activation, high acceptor | P05186 | purified TNAP, CDP-star luminescence, 1 M DEA, 30 min; stronger effect = higher value; 0 = EDTA background, 1 = DMSO-only activity | activation factor at 20 µM | 200,000 tested, under 10 active | AID 1136;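 active = activation factor at least 2 at 20 µM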
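Assay system: human TNAP; Input: enzyme diluted 1/800 final; Reagent: CDP-star luminogenic substrate at 100 µM final; Timing: 30 min, room temperature; Signal: luminescence; Evaluation: TNAP activation factor scaled between EDTA and DMSO control wells.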
Diaph inh CS = diaphorase inhibition or chemical oxidation counter-screen. diaphorase resazurin-to-resorufin fluorescence, NADH, 16 min; bacterial (C. kluyveri) enzyme, not human. inhibition, % at 20 µM. 190,000 compounds, 0.69% hits;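 active = primary screen inhibition at 20 µM above a set limit, cut at about 50% in these data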;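 note: plate controls were DMSO with full reaction for no effect and wells lacking NADH for full effect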
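controls = No-NADH positive control and DMSO neutral control | system = Clostridium kluyveri diaphorase enzyme | timing = reaction incubation of 16 min at room temperature | signal = resorufin fluorescence 544/590 nm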
HMGR II inh = E. faecalis class II HMG-CoA reductase inhibition; 190,000 compounds, 0.41% hits; inhibition, % at 10 µM; AID 1066; purified E. faecalis HMGR, NADPH absorbance 340 nm kinetic;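 active = inhibition above a set limit, the median over all tested compounds plus 3 SD, cut at about 9.5% in these data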;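 note: enzyme runs in reverse so mevalonate oxidation gives rising NADPH absorbance; 0% = complete reaction with DMSO and 100% = background rate lacking mevalonate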
* = called active by the depositor.

SMILES | PMI act satM6P | TNAP inh no acc | G6PDH CS | PMI activator | TNAP inh hi DEA | Diaph act CS | FLuc act counter | TNAP act hi DEA | Diaph inh CS | HMGR II inh
CCCCNC(=O)c1cn(-c2ccc(OCC)cc2)c(=O)c2cc(OC)c(OC)cc12 | 0.9 | -22 | 2 | 0.9 | -3 | 0.8 | 1 | 1 | 15 | -3
CC1CN(c2ccc(S(=O)(=O)N3CCOCC3)cn2)CC(C)O1 (configuration not stated) | 1 | 6 | 2 | 1.1 | -4 | 0.9 | 1.1 | 1 | 12 | 1
Cc1cc(C)nc(NS(=O)(=O)c2ccc(N/C=C\C(=O)c3cccs3)cc2)n1 | 1.1 | -4 | 11 | 1.2 | 2 | 0.9 | 1 | 1 | 14 | -4
CC(=O)Oc1ccc(N2C(=O)C3C(C2=O)C2C=CC3C23CC3)cc1[N+](=O)[O-] (configuration not stated) | 1 | -3 | 9 | 1 | 0 | 1.1 | 1 | 1 | -14 | 5
CC1C2CC(C/C2=N/NC(=O)c2cccs2)C1(C)C (configuration not stated) | 0.8 | -2 | 14 | 0.8 | -3 | 0.8 | 1 | 1 | 16 | -2
Cc1ccccc1C(=O)Nc1ccc(Br)cn1 | 1.1 | -16 | -2 | 1.1 | -6 | 1 | 0.7 | 1.1 | -3 | -5
COc1ccc(S(=O)(=O)N2CCN(S(=O)(=O)c3ccc4c(c3)OCCO4)CC2)cc1C | 0.9 | -9 | 1 | 0.8 | -3 | 0.8 | 1 | 1 | 24 | 2
COc1ccc(C(=O)NCCCCCC(=O)O)cc1OC | 1 | -10 | 3 | 0.9 | -4 | 0.8 | 1.1 | 1 | 18 | 2
COc1ccc(N(CC(=O)NCc2ccco2)S(=O)(=O)c2ccccc2)cc1 | 1 | -3 | 5 | 1 | -6 | 1 | 1.1 | 1.1 | 0 | 1
CCn1c(COc2ccccc2)nnc1SCC(=O)CC(=O)Nc1ccccc1OC | 0.9 | -5 | -5 | 1 | 4 | 0.9 | 1 | 1 | 13 | -4
COc1ccc(/C=N/NC(=O)c2nc(-c3ccccc3)n(-c3ccccc3)n2)c(O)c1 | 1 | -114 | -12 | 0.9 | 3 | 0.8 | 1 | 1 | 23 | -4
O=C(O)COn1c(-c2ccc(Cl)cc2)nc2ccc(Cl)cc21 | 1.1 | -12 | 6 | 1.1 | -4 | 0.9 | 0.7 | 1 | 6 | -13
Cc1ccc(C(=O)Nc2ncc(Cc3ccc(SC(F)F)cc3)s2)cc1 | 0.9 | -24 | -15 | 0.9 | -5 | 0.8 | 1 | 1.1 | 16 | -2
O=C(OCCN1CCCCC1)c1ccc(O)cc1 | 1 | -9 | 3 | 0.9 | -2 | 1 | 1 | 1 | 1 | -1
CCOC(=O)N1CCN(C(=O)c2ccc3c(=O)n4c(nc3c2)CCCCC4)CC1 | 0.9 | -7 | 12 | 0.9 | -2 | 0.9 | 1 | 1 | 15 | -4
CN(CCN1CCOCC1)Cc1nc(-c2ccc3c(c2)OCO3)no1 | 0.9 | -4 | 12 | 0.9 | -5 | 0.9 | 1.1 | 1.1 | 7 | -8
CC(C)OC(=O)CSc1nc(Cc2ccccc2)nc2ccccc12 | 0.9 | -13 | -1 | 0.9 | -7 | 0.9 | 1.1 | 1.1 | 12 | -2
CCCCCCCCOC(=O)/C=C/c1c(C)[nH]c(=O)[nH]c1=O | 1.1 | -16 | -2 | 1 | -2 | 1.1 | 1.1 | 1 | -6 | 3
COc1ccc(/C=N/N=C2/NC(=O)C(CC(=O)O)S2)cc1OCc1ccccc1Cl (configuration not stated) | 1 | -5 | -4 | 0.9 | -3 | 0.8 | 1.1 | 1 | 15 | 3
CC1(C)Cc2c(ccc3ccccc23)-c2nnc(-c3cccnc3)n21 | 1.1 | -11 | 3 | 1.1 | -4 | 1 | 1 | 1 | 4 | -2
C/C(CC(=O)Nc1cccc(Cl)c1C)=N\NC(=O)C(=O)NCC(C)C | 0.9 | 2 | 0 | 1 | -5 | 0.9 | 1 | 1 | 11 | -2
C=CCn1c(SCCC)nc(O)cc1=O | 1 | -21 | -1 | 1.1 | -5 | 0.9 | 1 | 1 | 6 | 3
Cn1c(CNc2ccc(F)cc2)nnc1SCC(=O)NNC(=O)Cc1ccccc1 | 0.8 | -112 | 10 | 0.9 | -5 | 0.9 | 1 | 1 | 11 | -3
Nc1nc(CN2CCN(Cc3ccccc3)CC2)nc(Nc2ccccc2)n1 | 1.1 | 1 | -2 | 1 | 1 | 1.1 | 1 | 1 | -5 | -8
Clc1ccc(-c2csc3ncnc(N4CCc5ccccc5C4)c23)cc1 | 1 | -5 | 1 | 1 | -1 | 0.9 | 1.1 | 1 | 12 | -10

The results go on.
SMILES | PMI act satM6P | TNAP inh no acc | G6PDH CS | PMI activator | TNAP inh hi DEA | Diaph act CS | FLuc act counter | TNAP act hi DEA | Diaph inh CS | HMGR II inh
O=S(=O)(Nc1ncccc1O)c1ccc(Cl)cc1 | 1.1 | -12 | 15 | 0.9 | -3 | 0.8 | 1 | 1 | 21 | -3
COC(=O)c1ccccc1S(=O)(=O)N1CCC(c2nc3ccccc3o2)CC1 | 1 | -12 | -3 | 1 | -9 | 0.8 | 1.1 | 1.1 | 16 | 1
CC1Cc2nc(SCC(=O)c3ccccc3)n(Cc3ccccc3)c(=O)c2S1 (configuration not stated) | 1 | -12 | -7 | 0.9 | -4 | 1 | 1.1 | 1 | 1 | -8
O=C(COC(=O)c1ccc(S(=O)(=O)N2CCOCC2)cc1)NC1CCCC1 | 1.1 | -2 | 6 | 1.2 | -10 | 0.9 | 1.1 | 1.1 | 12 | -3
O=C1C2CCCN2C(c2ccccc2)N1c1nccs1 (configuration not stated) | 0.9 | -17 | 20 | 0.9 | -8 | 0.8 | 1 | 1.1 | 16 | -5
C=CCNC(=S)NNC(=O)c1ccc(OCCC)cc1 | 0.9 | -25 | 2 | 1 | -8 | 0.9 | 1.1 | 1.1 | 12 | 4
CC(C)CC(CO)N1CCN(C(=O)c2ccc(C(C)(C)C)cc2)CCC1=O (configuration not stated) | 1.1 | 0 | 18 | 1.2 | -4 | 1.3 | 1 | 1 | -25 | -7
COc1ccc(C(=O)Nc2ccc3[nH]c(-c4cccc(OC)c4)cc(=O)c3c2)cc1 | 1.1 | -9 | 7 | 1.1 | -3 | 1 | 1.1 | 1 | 0 | -12
COc1c(C)cc(Br)cc1C(=O)Nc1ccc(S(N)(=O)=O)cc1 | 1 | -4 | 1 | 1.2 | 0 | 1 | 1.1 | 1 | 2 | 8
CCOc1cccc(=O)c2c(C)n(Cc3ccccc3)c(C)c12 | 0.8 | -13 | 13 | 1.1 | -7 | 0.9 | 1.1 | 1.1 | 13 | -3
Cc1c(O)ccc(NC(=O)/C=C/c2ccccc2)c1C | 0.9 | -12 | 9 | 1 | -7 | 0.9 | 1.1 | 1.1 | 8 | -4
O=C(O)/C=C/C(=O)Nc1ccc(F)cc1F | 1 | -6 | 5 | 1 | -2 | 0.9 | 1 | 1 | 7 | -5
COc1ccc(C2CC(c3cccs3)=NN2C(=O)CN2CCCCC2)cc1 (configuration not stated) | 1 | -11 | 6 | 1 | -5 | 1 | 1.1 | 1 | -5 | 0
CCCCCCn1c(C)nc2c(c1=O)c1nc3ccccc3nc1n2/N=C/c1ccco1 | 1.1 | 0 | 0 | 1 | -6 | 0.9 | 1 | 1.1 | 12 | -2
O=[N+]([O-])c1cc(S(=O)(=O)Nc2ccc(Cl)cc2)ccc1N/N=C/c1ccncc1 | 1.1 | -2 | 3 | 1 | 14 | 1 | 1.1 | 0.9 | 2 | 3
COc1ccc(CCCC(=O)O)c(C)c1 | 1.1 | -7 | 1 | 1.1 | 0 | 1 | 1.1 | 1 | 4 | 4
Cc1ccc(S(=O)(=O)Nc2ccccc2C(=O)NCc2cccnc2)cc1 | 1.1 | -3 | -1 | 1 | -2 | 1.1 | 1 | 1 | -14 | -1
Cc1nnc(SCC(=O)N(Cc2ccccc2)C(C)C)n1-c1ccccc1 | 1 | -16 | 2 | 0.9 | -9 | 0.9 | 1.1 | 1.1 | 14 | -1
CNC(=O)NC(=O)COC(=O)CCCSc1nc2ccccc2s1 | 1 | -12 | -3 | 1 | -8 | 0.9 | 1 | 1.1 | 14 | 1
N#Cc1nc(-c2ccco2)oc1N1CCN(c2ccccc2)CC1 | 0.9 | -8 | 2 | 0.8 | -3 | 0.8 | 1 | 1 | 18 | -8
COc1ccc(NC(=O)CN(C)CC(=O)Nc2cccc(C(F)(F)F)c2)cc1 | 1 | -11 | 0 | 1 | -2 | 0.9 | 1 | 1 | 9 | 6
O=C(c1ccccc1)N1CCN(S(=O)(=O)N2CCCCC2)CC1 | 0.9 | -4 | 1 | 0.9 | 2 | 1 | 1 | 1 | 2 | -3
COc1ccc(OC)c(S(=O)(=O)Nc2ccccc2C(=O)O)c1 | 1.1 | -2 | -7 | 1 | 2 | 0.9 | 1 | 1 | 5 | -5
Cc1cccc(CSc2nnc(C)c(=O)n2N)c1 | 1 | -7 | 4 | 0.9 | -4 | 0.8 | 1 | 1 | 16 | -7
CC(C)(C)C(=O)C(Cc1ccccc1Cl)n1cncn1 (configuration not stated) | 1 | -2 | 4 | 1 | -1 | 1 | 1 | 1 | 1 | -4
Cc1cc(C)n2c(SCc3c(C)noc3C)nnc2n1 | 0.9 | -9 | 8 | 0.9 | -1 | 0.9 | 1 | 1 | 10 | -4
CN1CCN(CCOc2ccc(Cl)c(Cl)c2)CC1 | 1.2 | -10 | -3 | 1.2 | -6 | 0.9 | 1.1 | 1.1 | 9 | -7
CCNC(=S)N/N=C(\C)c1ccc2ccccc2c1OC(F)F | 1 | -26 | -6 | 1 | -4 | 0.8 | 1 | 1 | 19 | -3

4 compounds already listed, sorted by molecular weight, smallest number first:
SMILES | PMI act satM6P | TNAP inh no acc | G6PDH CS | PMI activator | TNAP inh hi DEA | Diaph act CS | FLuc act counter | TNAP act hi DEA | Diaph inh CS | HMGR II inh
CNC(=O)NC(=O)COC(=O)CCCSc1nc2ccccc2s1 | 1 | -12 | -3 | 1 | -8 | 0.9 | 1 | 1.1 | 14 | 1
Nc1nc(CN2CCN(Cc3ccccc3)CC2)nc(Nc2ccccc2)n1 | 1.1 | 1 | -2 | 1 | 1 | 1.1 | 1 | 1 | -5 | -8
Cc1ccc(C(=O)Nc2ncc(Cc3ccc(SC(F)F)cc3)s2)cc1 | 0.9 | -24 | -15 | 0.9 | -5 | 0.8 | 1 | 1.1 | 16 | -2
COc1ccc(N(CC(=O)NCc2ccco2)S(=O)(=O)c2ccccc2)cc1 | 1 | -3 | 5 | 1 | -6 | 1 | 1.1 | 1.1 | 0 | 1

High-throughput results deposited in PubChem BioAssay by several laboratories.

An unsorted share of the library; about 1.7% have a hit in one of these screens.
